# From PubChem BioAssay
# VLA-4 inh: inhibition in human VLA-4 binding assay, primary screen, VLA-4 allosteric modulator project, MLPCN library, flow cytometry, VLA-4 expressing cells | inhibition, % (about 7 µM as worked out from the volumes in the protocol) | ligand binding flow cytometry | hit rate 0.2% among 330,000 | Integrin alpha-4 (Homo sapiens), P13612; in the data active = inhibition above about 50%
# LAP4-GFP MLPCN: modulators of LAP4-GFP expression in yeast, primary screen, S. cerevisiae, multiplex flow cytometry, MLPCN library; 3 h; median GFP as percent of DMSO wells; GFP response vs DMSO, % at 10 µM; hit rate 0.34% among 320,000; AID 2023, 2009;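 active = GFP response vs DMSO above a set limit, about the screen mean plus 3 SD, cut at about 150% in these data; inconclusive = under 70 cell events counted for the yeast strain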
# GRK2 aptamer HTS: compounds blocking aptamer binding on GRK2 – biochemical, human GRK2, bead flow cytometry, HTS, primary screen; Beta-adrenergic receptor kinase 1 (Homo sapiens), P25098; FAM-aptamer displacement from GRK2; inhibition of aptamer binding, % at 10 µM; hit rate 0.59% among 330,000;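 active = inhibition of aptamer binding above 40%, roughly 3 SD of noise, on plates passing a quality check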;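 also: median bead fluorescence of bound FAM aptamer so fluorescent compounds give negative values; no value below 0 was filed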
# Target sequence (P25098 whole entry, looked up): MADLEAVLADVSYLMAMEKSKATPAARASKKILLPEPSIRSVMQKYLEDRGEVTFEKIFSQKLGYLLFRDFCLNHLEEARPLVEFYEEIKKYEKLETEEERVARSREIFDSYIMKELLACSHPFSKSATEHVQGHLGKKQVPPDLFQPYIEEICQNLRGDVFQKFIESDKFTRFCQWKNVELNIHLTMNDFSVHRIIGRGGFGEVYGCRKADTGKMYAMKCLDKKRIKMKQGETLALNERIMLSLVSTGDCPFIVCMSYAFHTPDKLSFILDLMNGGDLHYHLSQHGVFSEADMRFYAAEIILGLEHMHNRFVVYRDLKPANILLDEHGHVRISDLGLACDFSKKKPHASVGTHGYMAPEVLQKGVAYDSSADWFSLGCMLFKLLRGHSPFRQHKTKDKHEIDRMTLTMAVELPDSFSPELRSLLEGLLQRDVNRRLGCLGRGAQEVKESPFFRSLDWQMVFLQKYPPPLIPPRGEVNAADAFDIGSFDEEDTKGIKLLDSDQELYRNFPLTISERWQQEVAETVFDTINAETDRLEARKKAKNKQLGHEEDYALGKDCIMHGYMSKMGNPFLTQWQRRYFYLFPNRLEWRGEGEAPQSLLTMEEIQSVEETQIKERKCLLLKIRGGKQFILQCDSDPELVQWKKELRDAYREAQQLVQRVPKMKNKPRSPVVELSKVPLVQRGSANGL
# CIT2 TOR yeast: modulators of CIT2-GFP expression in yeast, primary screen, S. cerevisiae, GFP fusion, multiplex flow cytometry, MLPCN library; S. cerevisiae CIT2-GFP strain, 3 h; 100 means same as DMSO wells; GFP response vs DMSO, % at 10 µM; hit rate 0.065% among 320,000;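 active = GFP response relative to DMSO above a set limit, near the screen mean plus 3 SD, cut at about 150% in these data; inconclusive = Fewer than 70 cells measured for a yeast strain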;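 also: ratio of well median GFP fluorescence to mean of DMSO wells on the plate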
# JMJD2C inh: inhibitors of GASC-1 histone demethylase, primary screen, biochemical, fluorescence, DELFIA europium; AID 2099, 2009; Lysine-specific demethylase 4C (Homo sapiens), Q9H3R0; inhibition, % at 2.35 µM; GST-JMJD2C(1-420) H3K9me3 demethylation; hit rate 0.069% among 330,000;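 active = more than half of a compound's replicate wells show inhibition beyond 50%, single wells judged on their own value; inconclusive = some, but no more than half, of replicates pass 50% inhibition; inactive = no replicate passes 50% inhibition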;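 also: signal counts dimethyl H3K9 product captured on neutravidin plate; 0% = median of DMSO wells and 100% = 0.3 times that DMSO median; strong numbers were not always called active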
# Target sequence (Q9H3R0 1-420 limits assumed): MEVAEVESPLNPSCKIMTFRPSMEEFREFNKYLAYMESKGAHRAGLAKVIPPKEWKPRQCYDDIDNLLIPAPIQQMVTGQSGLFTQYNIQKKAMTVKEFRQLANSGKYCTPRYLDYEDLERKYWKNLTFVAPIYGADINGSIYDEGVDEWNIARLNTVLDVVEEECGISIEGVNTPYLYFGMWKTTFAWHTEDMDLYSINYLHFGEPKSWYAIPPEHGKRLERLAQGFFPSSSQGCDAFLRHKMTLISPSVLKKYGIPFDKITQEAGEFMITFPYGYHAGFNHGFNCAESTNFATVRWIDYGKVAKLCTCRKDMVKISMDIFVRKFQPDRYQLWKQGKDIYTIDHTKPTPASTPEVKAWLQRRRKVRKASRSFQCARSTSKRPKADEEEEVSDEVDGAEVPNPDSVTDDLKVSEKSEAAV
# RPL19A TOR yeast: RPL19A-GFP expression modulators in yeast, primary screen, cell-based, S. cerevisiae, multiplex flow cytometry, MLPCN; hit rate 0.3% among 330,000; S. cerevisiae RPL19A-GFP strain, 3 h; stronger effect = lower value; percent response vs DMSO, % at 10 µM;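 active = percent response vs DMSO below 50%; inconclusive = fewer than 70 events counted for the yeast strain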;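 also: median channel GFP fluorescence of the barcoded RPL19A-GFP strain; ratio of sample median GFP to plate DMSO average so 100% = DMSO; lower means less RPL19A-GFP as with rapamycin TOR inhibition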
# AGP1-GFP MLPCN: modulators of AGP1-GFP expression in yeast TOR pathway, primary screen, cell-based, multiplex flow cytometry, S. cerevisiae, MLPCN library | GFP response vs DMSO, % at 10 µM | hit rate 0.02% among 320,000 | AID 2066, 2009 | 3 h; GFP as percent of DMSO wells;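 active = GFP response relative to DMSO above a set limit, near screen average plus 3 SD, cut at about 150% in these data; inconclusive = fewer than 70 cells counted for the yeast strain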;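 also: median GFP channel fluorescence of the gated AGP1 strain per well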
# MEP2 TOR yeast: modulators of MEP2-GFP levels in yeast, primary screen, S. cerevisiae, multiplex flow cytometry, MLPCN library; hit rate 0.51% among 330,000; GFP response vs DMSO, % at 10 µM; S. cerevisiae MEP2-GFP strain, 3 h; 100% = DMSO control level;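 active = GFP response versus DMSO above a set limit, roughly screen mean plus 3 SD, cut at about 180% in these data; inconclusive = fewer than 70 cells counted for a yeast strain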;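 also: median GFP fluorescence of the barcode-gated MEP2-GFP cells per well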
# * = called active by the depositor; i = inactive; u = inconclusive; x = no result given; & = joins results of further samples.
SMILES,VLA-4 inh,LAP4-GFP MLPCN,GRK2 aptamer HTS,CIT2 TOR yeast,JMJD2C inh,RPL19A TOR yeast,AGP1-GFP MLPCN,MEP2 TOR yeast
COc1ccc(S(=O)(=O)N2Cc3ccccc3CC2C(=O)Nc2nccs2)cc1OC (stereo not drawn),14.2,97.6,0.0,98.0,2.1,101.8,106.8,101.3
CC1=Nc2ccccc2/C1=C/c1nc(-c2ccc(C)s2)oc1O,i,91.2,1.0,117.6,-6.5,98.0,93.5,106.0
O=C(CN(C(=O)c1csnn1)c1ccc(F)c(Cl)c1)NCc1ccc2c(c1)OCO2,-7.6,93.0,0.0,105.3,20.1,104.3,105.2,107.7
Cc1c(-c2cccs2)[n+](=O)c2c(n1[O-])CCCCC2,1.0,104.2,0.0,98.3,5.6,98.0,97.4,95.3
Cc1cc(Cl)nc(-c2ccccc2O)n1,7.5,94.9,0.0,102.5,10.9,100.8,103.2,99.4
COc1ccc(-c2cc3ccc(OCC(=O)NCC4CCC(C(=O)O)CC4)cc3oc2=O)cc1 (stereo not drawn),1.9,103.4,2.0,104.6,-6.4,103.4,105.0,108.0
COc1ccc(CNc2ccc(-c3ccccc3OC)nn2)cc1,13.4,103.1,2.0,93.3,u,99.0,96.0,97.5
COc1ccc(-c2noc(-c3cc(C)cc(C)c3)n2)cc1OC,-21.5,111.2,4.0,103.2,-7.0,97.8,104.0,109.7
NC(=O)CCCCC(=O)OCCCc1cccs1,11.9,89.8,0.0,99.4,5.6,95.6,102.7,99.6
COc1ccc(NC(=O)N(C)C[C@H]2Oc3ccc(NC(=O)Nc4c(C)noc4C)cc3C(=O)N([C@H](C)CO)C[C@@H]2C)cc1,-9.2,97.9,3.0,104.6,24.3,96.2,98.2,92.2
Cc1ccc2oc(-c3ccc(C)c(NC(=O)Cc4cccs4)c3)nc2c1,-0.5,92.9,0.0,97.2,8.2,94.3,95.0,99.6
CCN(CC)S(=O)(=O)c1cccc(C(=O)N/N=C(\C)c2cccs2)c1,4.2,86.4,0.0,101.0,-34.0,101.0,102.8,96.3
CCOC(=O)N1CCN(C(=O)CN(Cc2ccccc2)S(=O)(=O)c2ccc(OC)c(C)c2)CC1,4.4,104.2,4.0,100.7,-6.8&5.3,103.4,107.0,101.4
COc1ccc(CNS(=O)(=O)c2ccc(Br)s2)cc1,26.2,105.3,1.0,96.2,11.3,104.2,106.7,97.6
CCCNC(=O)N[C@@H](Cc1ccccc1)C(=O)OC,-2.7,87.8,0.0,x,1.3,93.0,91.8,97.3
COCCSc1nnc(NC(=O)C2CC(=O)N(c3ccc(OC)cc3)C2)s1 (stereo not drawn),0.6,107.1,1.0,98.4,3.7,106.9,108.5,102.1
CC(C)=CCc1c(O)cc2c(c1O)C(=O)CC(c1ccccc1)O2 (stereo not drawn),-23.9,107.0,1.0,106.2,2.9,99.5,104.8,109.4
O=C(N1CCCCC1)N1CCN(c2ccc(Cl)cc2)CC1,-2.1,x,0.0,85.6,-38.1,95.2,87.5,85.6
C=CCNC(=O)c1ccc(NC(=O)CC2SC(N3CCCC3)=NC2=O)cc1 (stereo not drawn),2.6,102.0,0.0,96.1,1.3,94.4,103.5,98.7
CCOc1cccc(-c2c(C(=O)N/N=C/c3cccnc3)nnn2-c2nonc2N)c1,11.3,107.6,6.0,98.2,-5.6,106.5,106.1,108.0
CCOC(=O)c1ccc(N2CCOCC2)c(NC(=O)c2nccnc2C(=O)O)c1,25.6,104.9,1.0,98.1,3.0,92.5,100.0,103.8
C=CCCC1(C)C(=O)N(c2ccccc2)c2ccccc21 (stereo not drawn),17.9,102.8,1.0,106.6,-3.3,100.7,102.0,103.2
COc1ccc(N2CCN(C(=O)CNC(=O)c3ccc(C(C)(C)C)cc3)CC2)cc1,-14.5,102.3,2.0,97.3,2.7,99.1,100.0,101.6
O=C(O)c1cc(-c2ccccc2)n(-c2ccccc2C(=O)O)n1,5.5,110.5,1.0,112.9,3.2,102.1,108.1,101.7
Cc1cc(S(=O)(=O)Cc2noc(-c3c(C)noc3C)n2)c(C)cc1Cl,-4.3,103.8,0.0,93.9,-6.3,98.1,102.8,101.5
CCOC(=O)c1cc2c(ccn2-c2ccc(F)cc2)n1CC(=O)N1CCN(C(=O)c2ccco2)CC1,-2.3,101.0,0.0,91.0,-0.5,100.2,98.0,104.3
COC(=O)c1ccc(CNCC(=O)Nc2ccc(C(=O)OC)cc2)cc1,4.5,89.7,2.0,96.1,1.6,102.7,104.0,102.1
C=CCC(NCc1ccccc1)c1ccco1 (stereo not drawn),20.5,95.6,0.0,103.1,0.4,98.8,103.9,96.9
O=C(CCN1C(=O)C2C3C=CC(C3)C2C1=O)NCc1cccnc1 (stereo not drawn),-1.0,103.1,0.0,89.7,8.2,101.8,96.1,100.6
CCOc1cccc(C(=O)NC(=S)Nc2cccnc2)c1,-4.5,123.7,1.0,78.7,-7.4,94.1,90.2,92.9
O=C(c1ccc(Cl)cc1)[C@@H]1[C@@H]2C(=O)N(c3cccc4ccccc34)C(=O)[C@@H]2C2c3ccccc3C=NN21 (stereo partly drawn),20.2,98.3,3.0,99.5,-10.5,100.5,100.5,97.7
Cc1cc(C)nc(N/N=C/c2ccccc2)n1,11.2,104.3,1.0,99.5,9.3,98.4,96.3,99.0
CCN(CC)CCNC(=O)c1cc(S(C)(=O)=O)ccc1OC,0.8,100.5,0.0,107.9,-6.1,112.6,112.3,111.8
CCc1ccc(OCC(O)CN2CCCC2)cc1 (stereo not drawn),-6.3,92.5,0.0,108.4,-10.5,103.9,99.3,105.0
O=C(O)CC(C(=O)NC1CCCCC1)C1CCCO1 (stereo not drawn),46.3,104.2,1.0,97.8,9.7,98.0,90.7,116.2
CN(C)c1nc(SCCOC(=O)Nc2ccccc2)nc(N(C)C)n1,7.4,87.3,0.0,101.3,-3.7,101.8,98.1,95.8
Clc1cccc(CNCCNCc2cccc(Cl)c2)c1,15.5,99.5,0.0,95.9,-2.5,100.8,98.7,97.8
O=C(Nc1ccccc1)C1CCCN(C(=O)c2ccc(F)cc2)C1 (stereo not drawn),3.3,98.8,0.0,98.4,6.9,95.7,96.5,99.2
COc1ccc(N2CC(C(=O)Nc3ccc(S(=O)(=O)Nc4nc(C)cc(C)n4)cc3)CC2=O)cc1 (stereo not drawn),-3.9,99.2,0.0,99.9,-5.4,103.8,101.3,100.8
CN(C(=O)COC(=O)c1nc(Cl)ccc1Cl)C1CCS(=O)(=O)C1 (stereo not drawn),-5.1,102.8,6.0,95.0,-11.7,110.8,93.7,111.6
CCOC(=O)c1ccc(Cn2cnc3ccccc3c2=O)cc1,3.5,88.8,5.0,x,-4.5,101.0,105.7,93.6
COc1ccc(OC)c(-n2nnnc2SCC(=O)N2CCN(C(=O)c3ccco3)CC2)c1,-3.1,106.2,4.0,103.3,20.7,99.4,99.2,116.4
O=C1CCC(C(=O)O)(c2ccccc2)C1 (stereo not drawn),25.6,88.4,0.0,96.6,0.3,92.3,95.4,94.4
CCOc1ccc(Nc2nc(N)c([N+](=O)[O-])c(N3CCN(C)CC3)n2)cc1,-3.3,x,0.0,89.1,1.6,94.5,100.9,99.6
CS(=O)(=O)N1CCC(Oc2ccccc2C(=O)N2CCC[C@H]2CO)CC1,12.5,97.1,0.0,102.1,-2.8,98.0,99.4,99.6
CC(=O)c1ccc(Nc2ccc([N+](=O)[O-])c3nonc23)cc1,18.3,101.8,2.0,109.0,26.9,107.6,104.5,110.5
COC(=O)C1OC2(OC1C(=O)OC)c1ccccc1-c1ccccc12 (stereo not drawn),6.7,100.4,9.0,99.3,-7.9,99.0,97.2,105.4
COc1cc(/C=C/C(=O)O)cc(Br)c1O,7.5,111.6,0.0,100.3,-14.4,93.9,103.3,96.7
Cc1cccc(C)c1NC(=O)c1ccc(OCc2c(C)noc2C)cc1,20.8,86.0,1.0,85.2,-7.0,92.0,88.2,90.7
CN(C#N)c1nc(Cl)nc(Nc2cccc(Cl)c2)n1,18.5,114.6,6.0,97.8,1.4,104.4,98.0,109.5
CCn1c(=O)c(C(=O)Nc2ccccc2)c(O)c2ccccc21,4.8,94.5,0.0,88.8,-5.4,93.5,95.8,97.8
Cc1c(CC(=O)NC(C)C)c(=O)oc2cc3c(cc12)CCC(C)(C)O3,18.9,88.9,0.0,100.9,15.8,105.5,96.4,107.2
CC(NC(=O)CNC(=O)Cc1cccc2ccccc12)c1ccc(S(N)(=O)=O)cc1 (stereo not drawn),-19.9,87.1,0.0,94.9,-11.3,110.6,96.4,108.0
O=C(/C=C/c1ccco1)c1cccnc1,12.2,93.8,6.0,106.0,-0.3,100.9,99.0,105.2
CCOC(=O)C1CCN(C(=O)CCC(=O)NNc2nc3ccccc3c3nc(C)nn23)CC1,i,86.8,0.0,90.8,3.7,89.1,81.1,103.4
Cc1ccc(S(=O)(=O)N2[C@@H](c3cccc(C)c3)C(C(=O)O)=C[C@H]2C(C)(C)C)cc1,-13.3,94.7,4.0,88.3,7.5,91.0,86.3,81.0
COc1ccc(-c2csc(NC(=O)C3CC(=O)N(Cc4ccco4)C3)n2)cc1 (stereo not drawn),-11.7,96.8,2.0,88.2,0.8,91.2,99.0,99.6
COc1cccc(Nc2cc(C)nc3ccccc23)c1,-0.8,96.0,0.0,104.1,-13.0,100.6,101.2,101.7
O=C(c1ccccc1)c1cccn1CC(=O)N1CCc2ccccc2C1,-1.1,97.9,5.0,96.2,3.2,94.3,97.0,99.2
C=CCNC(=O)c1cc(=O)c2ccccc2o1,13.1,98.9,2.0,96.3,1.4,96.1,93.9,101.3
N#Cc1cccc(NC(=O)CN2NS(=O)(=O)c3ccccc3C2=O)c1,8.8,104.8,0.0,105.1,6.0,101.0,104.7,103.3
Cc1ccc(C2CC(c3cccs3)=NN2C(=O)c2ccc(Br)o2)cc1 (stereo not drawn),17.0,95.9,1.0,89.5,-9.4,96.4,94.2,99.6

# Copied from the listing for reference:
SMILES,VLA-4 inh,LAP4-GFP MLPCN,GRK2 aptamer HTS,CIT2 TOR yeast,JMJD2C inh,RPL19A TOR yeast,AGP1-GFP MLPCN,MEP2 TOR yeast
CCOC(=O)c1ccc(Cn2cnc3ccccc3c2=O)cc1,3.5,88.8,5.0,x,-4.5,101.0,105.7,93.6
COc1ccc(OC)c(-n2nnnc2SCC(=O)N2CCN(C(=O)c3ccco3)CC2)c1,-3.1,106.2,4.0,103.3,20.7,99.4,99.2,116.4

# Some entries already given, limited to MEP2 TOR yeast and JMJD2C inh.
Molecule | MEP2 TOR yeast | JMJD2C inh
CCOC(=O)C1CCN(C(=O)CCC(=O)NNc2nc3ccccc3c3nc(C)nn23)CC1 | 103.4 | 3.7
Cc1ccc(S(=O)(=O)N2[C@@H](c3cccc(C)c3)C(C(=O)O)=C[C@H]2C(C)(C)C)cc1 | 81.0 | 7.5
COc1ccc(-c2csc(NC(=O)C3CC(=O)N(Cc4ccco4)C3)n2)cc1 (stereo not drawn) | 99.6 | 0.8
COc1cccc(Nc2cc(C)nc3ccccc23)c1 | 101.7 | -13.0
O=C(c1ccccc1)c1cccn1CC(=O)N1CCc2ccccc2C1 | 99.2 | 3.2
